C diff growth = C. difficile growth inhibition; Clostridium difficile clinical isolate growth, OD600, 24 h; stronger effect = lower value; growth activity, negative = inhibition, % at 16 µg/mL (by protocol); 86,000 compounds, 0.25% hits;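 active = mean growth activity at or below -80% and every replicate also at or below -80%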;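 note: 0% = DMSO wells and -100% = levofloxacin 16 µg/mL wells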
Pf Dd2 growth = P. falciparum Dd2 growth inhibition; SYBR Green, 72 h; stronger effect = lower value; activity change, % at 10 µM; 94,000 compounds, 2.3% hits; in the data active = activity change below about -80%
GASC1 inh = inhibitors of human demethylase GASC-1 KDM4C; Q9H3R0; GST-KDM4C 2-372, H3K9me3 peptide, LANCE TR-FRET; inhibition, % at 12.5 µM; 96,000 compounds, 0.15% hits; AID 720574;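 active = mean replicate inhibition above about 25%, with at least 55% of replicates also reaching it, limit read from the data, passing the limit was not always enough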
Target sequence (Q9H3R0 2-372 limits assumed): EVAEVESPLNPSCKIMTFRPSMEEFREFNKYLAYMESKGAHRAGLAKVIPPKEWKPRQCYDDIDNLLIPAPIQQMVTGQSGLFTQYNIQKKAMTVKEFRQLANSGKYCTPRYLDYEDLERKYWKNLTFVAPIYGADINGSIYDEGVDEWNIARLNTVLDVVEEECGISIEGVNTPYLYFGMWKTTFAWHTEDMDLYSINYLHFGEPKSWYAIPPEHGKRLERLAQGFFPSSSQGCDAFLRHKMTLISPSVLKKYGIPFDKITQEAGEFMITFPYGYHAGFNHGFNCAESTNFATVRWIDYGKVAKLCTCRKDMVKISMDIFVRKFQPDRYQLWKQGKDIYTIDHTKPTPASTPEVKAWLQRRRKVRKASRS
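System: N-terminal GST-fused human GASC-1 (KDM4C) fragment, residues 2-372; amount: enzyme final amount 10 nM; incubation: reaction 30 min RT, detection step 1 h RT; medium: HEPES buffer, pH 7.5, plus ascorbate; technique: LANCE TR-FRET, Eu antibody, ULight-streptavidin, EDTA, ex 340 nm, em 618/671 nm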
T cruzi growth = T. cruzi proliferation inhibition | 77,000 compounds, 5.9% hits | T. cruzi beta-gal in NIH3T3, GalScreen luminescence, 90 h | inhibition, % at 8.34 µM;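 active = mean inhibition above about 93%, with at least 55% of replicates each passing it, limit read from the data, passing the limit was not always enough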
Numbers without * were called inactive; nt = no result given; & = joins results of further samples.

SMILES	C diff growth	Pf Dd2 growth	GASC1 inh	T cruzi growth
C[C@@H]1CN([C@@H](C)CO)C(=O)c2cc(NC(=O)Nc3ccc4c(c3)OCO4)ccc2O[C@H]1CN(C)Cc1ccc2c(c1)OCO2	13	17	0.1	-2
O=C(NCCc1ccncc1)[C@H]1[C@H](CO)[C@H]2Cn3c(cccc3=O)[C@@H]1N2Cc1ccccc1F	0	nt	-0.4	-17
COc1ccc(NC(=O)Nc2ccc3c(c2)CC(=O)N([C@H](C)CO)C[C@@H](C)[C@H](CN(C)S(=O)(=O)c2ccc(Cl)cc2)O3)cc1	-2	10	-1.3	-4
CN1c2ccc(-c3cccc(C#N)c3)cc2[C@@H]2[C@@H](CCN2C(=O)CN2CCOCC2)[C@@H]1CO	-11	-15	-1.8	80
C[C@H]1CN([C@@H](C)CO)C(=O)c2cc(NS(=O)(=O)c3cn(C)cn3)ccc2O[C@H]1CN(C)C(=O)Nc1ccc(F)cc1	nt	32	-0.6	34
C[C@@H]1CCCCO[C@H](CN(C)Cc2ccccc2)[C@H](C)CN([C@H](C)CO)C(=O)c2cc(NC(=O)Nc3ccc(F)cc3)ccc2O1	20	-74	-0.7	78
Cc1ccc(S(=O)(=O)N(C)C[C@@H]2OCCCC[C@H](C)Oc3ccc(NC(=O)C4CCCCC4)cc3C(=O)N([C@H](C)CO)C[C@H]2C)cc1	nt	-86*	0.3	82
COCC(=O)N1CC2(CCN(C(=O)c3cccnc3)CC2)c2c([nH]c3cc(OC)ccc23)[C@H]1CO	0	3	0.6	nt
CC(=O)N(C)C[C@H]1Oc2ncc(-c3cccc(F)c3)cc2C(=O)N([C@@H](C)CO)C[C@@H]1C	-1	23	0.5	-3
CCCC(=O)Nc1ccc2c(c1)OC[C@H](C)N(C(=O)c1cccnc1)C[C@@H](C)[C@H](OC)CN(C)C2=O	nt	-38	0.6	100*
C[C@@H]1CN([C@@H](C)CO)C(=O)c2cc(C#CC3CCCC3)cnc2O[C@H]1CN(C)C(=O)C1CCCCC1	1	-45	-0.5	61
COc1ccccc1S(=O)(=O)N(C)C[C@@H]1OCc2ccccc2-c2c(n(C)c3ccccc23)C(=O)N([C@H](C)CO)C[C@H]1C	0	-70	-1.8	52
CCC(=O)N1[C@@H](CO)[C@H](c2ccc(-c3cccc(F)c3)cc2)[C@@H]1CNC(C)=O	-3	-6	-1.7	9
C[C@@H]1CN([C@@H](C)CO)C(=O)c2cccc(NS(=O)(=O)c3cn(C)cn3)c2O[C@@H]1CN(C)C	3	-5	-1.2	9
CO[C@@H]1CN(C)C(=O)c2cc(NS(=O)(=O)c3cn(C)cn3)ccc2OC[C@H](C)N(CC2CC2)C[C@H]1C	nt	20	-1.0	-90
O=C(C[C@@H]1C=C[C@H](NC(=O)Nc2ccc3c(c2)OCO3)[C@H](CO)O1)NCc1ccc(F)cc1	4	19	1.4	19
COc1ccc(NC(=O)Nc2cccc3c2O[C@@H](CN(C)C(=O)Nc2ccc4c(c2)OCO4)[C@@H](C)CN([C@@H](C)CO)C3=O)cc1	nt	-3	4.1	58
C[C@H]1CCCCO[C@@H](CN(C)S(=O)(=O)c2cn(C)cn2)[C@@H](C)CN([C@@H](C)CO)C(=O)c2cc(NS(=O)(=O)c3ccccc3)ccc2O1	-3	15	-1.2	21
C[C@@H]1CN([C@H](C)CO)C(=O)c2cc(C#C[C@@H](C)O)cnc2O[C@@H]1CN(C)C(=O)c1ccccc1F	7	nt	-2.3	-5
CN1CCN(C(=O)C[C@@H]2CC[C@@H]3[C@H](COC[C@H](O)CN3C(=O)Nc3ccc(Cl)cc3)O2)CC1	nt	0	-3.2	-2
Cc1ccc(S(=O)(=O)Nc2ccc3c(c2)C(=O)N([C@H](C)CO)C[C@@H](C)[C@H](CN(C)C(=O)CCC(F)(F)F)OCCCC[C@@H](C)O3)cc1	nt	2	-0.4	-55
CNC[C@@H]1[C@H](c2ccccc2)[C@H](CO)N1C(=O)Nc1cccc(OC)c1	-4	7	-3.0	44
O=C(C[C@@H]1CC[C@@H]2[C@H](COC[C@H](O)CN2S(=O)(=O)c2ccc(F)cc2)O1)N1CCc2ccccc2C1	nt	-8	0.4	27
COc1ccccc1CNC(=O)C[C@H]1C[C@@H]2c3cc(NC(=O)C4CCC4)ccc3O[C@@H]2[C@H](CO)O1	nt	-17	5.2	55
CCCNC(=O)N[C@H]1CC[C@H](CC(=O)NCCc2ccccc2)O[C@@H]1CO	nt	2	0.7	-57
COCC(=O)N1CC(=O)N2[C@H](CO)[C@@H](c3ccc(Br)cc3)[C@H]2C1	61	2	-0.5	nt
COc1ccc(NC(=O)N(C)C[C@@H]2OCCCC[C@H](C)Oc3ccc(NC(=O)C4CCCCC4)cc3C(=O)N([C@H](C)CO)C[C@@H]2C)cc1	-6	-41	-0.4	59
Cc1noc(C)c1NC(=O)N1C[C@@H](O)COC[C@@H]2O[C@H](CC(=O)N3CCc4ccccc4C3)CC[C@H]21	5&3	1	-0.1	28
Cc1ccc(S(=O)(=O)N(C)C[C@H]2Oc3ccc(NS(=O)(=O)c4ccc(Cl)cc4)cc3CC(=O)N([C@@H](C)CO)C[C@@H]2C)cc1	11	10	0.3	29
C[C@@H]1CCCCO[C@@H](CN(C)C(=O)Nc2ccc3c(c2)OCO3)[C@H](C)CN([C@H](C)CO)C(=O)c2cc(NC(=O)CCCN(C)C)ccc2O1	5	-51	4.1	22
COc1ccc(NC(=O)Nc2ccc3c(c2)C(=O)N(C)C[C@H](OC)[C@@H](C)CN[C@@H](C)CO3)cc1	2	9	1.2	-18
COCC#Cc1cnc2c(c1)C(=O)N([C@H](C)CO)C[C@H](C)[C@@H](CN(C)C(=O)Cc1ccncc1)O2	-2	-16	1.5	26
Cc1noc(C)c1NC(=O)N(C)C[C@@H]1Oc2ncc(C#CC(C)(C)O)cc2C(=O)N([C@H](C)CO)C[C@@H]1C	nt	35	0.1	-79
O=C(C[C@@H]1CC[C@@H](NC(=O)NC2CCCCC2)[C@@H](CO)O1)NCc1ccc(F)cc1	0	-5	-0.9	nt
O=C(NC[C@@H]1[C@@H](c2ccccc2)[C@@H](CO)N1C(=O)Cc1ccncc1)C1CCC1	0	12	1.0	-3
O=C(NC[C@H]1CC[C@H]2[C@H](CN2Cc2cccc(Cl)c2)O1)C1CC1	1	18	nt	nt
C[C@H](CO)N1C[C@H](C)[C@@H](CN(C)C(=O)c2ccncc2)OCCCC[C@H](C)Oc2ccc(NS(=O)(=O)c3ccc(F)cc3)cc2C1=O	nt	-42	1.2	-73
Cc1ccc(S(=O)(=O)N[C@@H]2CC[C@@H](CCNC(=O)C3CCC3)O[C@H]2CO)cc1	-1	-36	-3.7	nt
C[C@@H]1CN([C@H](C)CO)C(=O)c2cc(NC(=O)Nc3ccc4c(c3)OCO4)ccc2O[C@@H]1CN(C)Cc1ccc(-c2ccccc2)cc1	26	1	-0.9	74
Cc1ccccc1-c1cnc2c(c1)C(=O)N([C@@H](C)CO)C[C@H](C)[C@H](CN(C)C(=O)c1ccccc1)O2	11	20	-0.5	45
CC(=O)N1CC(=O)N2[C@H](C1)[C@H](c1ccc(C#Cc3cccnc3)cc1)[C@@H]2CO	-10	2	1.4	nt
COc1ccc(S(=O)(=O)N(C)C[C@@H]2Oc3ccc(NC(=O)Nc4c(C)noc4C)cc3C(=O)N([C@H](C)CO)C[C@@H]2C)cc1	1	0	-0.8	23
COCC(=O)N(C)C[C@H]1Oc2ncc(C#Cc3ccccc3)cc2C(=O)N([C@@H](C)CO)C[C@H]1C	-7	-5	-0.5	-37
C[C@H](CO)N1C[C@H](C)[C@H](CN(C)C)Oc2cc(-c3cncnc3)ccc2S1(=O)=O	1	15	0.5	-31
C[C@@H]1CN([C@H](C)CO)C(=O)c2cccc(NS(C)(=O)=O)c2O[C@H]1CN(C)Cc1ccc(Oc2ccccc2)cc1	-2	-9	-0.4	nt

Reprinted from the results shown (9 entries):
SMILES	C diff growth	Pf Dd2 growth	GASC1 inh	T cruzi growth
COc1ccc(NC(=O)Nc2ccc3c(c2)C(=O)N(C)C[C@H](OC)[C@@H](C)CN[C@@H](C)CO3)cc1	2	9	1.2	-18
COCC#Cc1cnc2c(c1)C(=O)N([C@H](C)CO)C[C@H](C)[C@@H](CN(C)C(=O)Cc1ccncc1)O2	-2	-16	1.5	26
Cc1noc(C)c1NC(=O)N(C)C[C@@H]1Oc2ncc(C#CC(C)(C)O)cc2C(=O)N([C@H](C)CO)C[C@@H]1C	nt	35	0.1	-79
O=C(C[C@@H]1CC[C@@H](NC(=O)NC2CCCCC2)[C@@H](CO)O1)NCc1ccc(F)cc1	0	-5	-0.9	nt
O=C(NC[C@@H]1[C@@H](c2ccccc2)[C@@H](CO)N1C(=O)Cc1ccncc1)C1CCC1	0	12	1.0	-3
O=C(NC[C@H]1CC[C@H]2[C@H](CN2Cc2cccc(Cl)c2)O1)C1CC1	1	18	nt	nt
C[C@H](CO)N1C[C@H](C)[C@@H](CN(C)C(=O)c2ccncc2)OCCCC[C@H](C)Oc2ccc(NS(=O)(=O)c3ccc(F)cc3)cc2C1=O	nt	-42	1.2	-73
Cc1ccc(S(=O)(=O)N[C@@H]2CC[C@@H](CCNC(=O)C3CCC3)O[C@H]2CO)cc1	-1	-36	-3.7	nt
C[C@@H]1CN([C@H](C)CO)C(=O)c2cc(NC(=O)Nc3ccc4c(c3)OCO4)ccc2O[C@@H]1CN(C)Cc1ccc(-c2ccccc2)cc1	26	1	-0.9	74

More records
SMILES	C diff growth	Pf Dd2 growth	GASC1 inh	T cruzi growth
C[C@@H]1CN([C@H](C)CO)C(=O)c2cc(-c3ccc(F)cc3)cnc2O[C@H]1CN(C)S(C)(=O)=O	0	14	0.4	49
C[C@@H]1CN([C@@H](C)CO)C(=O)c2cc(-c3ccccc3)cnc2O[C@@H]1CN(C)C(=O)Nc1ccccc1F	-5	1	nt	-92
CN(C)C(=O)c1cccc(-c2ccc3c(c2)[C@H]2[C@H](CCN2Cc2nccs2)[C@@H](CO)N3)c1	9	-61	-0.4	72
C[C@H](O)C#Cc1cnc2c(c1)C(=O)N([C@H](C)CO)C[C@H](C)[C@H](CN(C)C(=O)c1ccncc1)O2	-4	39	-0.9	14
CC(C)NC(=O)N(C)C[C@@H]1Oc2c(NS(=O)(=O)c3cccs3)cccc2C(=O)N([C@H](C)CO)C[C@H]1C	-3	7	0.4	-1
C[C@H](CO)N1C[C@H](C)[C@@H](CN(C)C(=O)c2ccccc2F)Oc2ncc(-c3cccnc3)cc2C1=O	-7	-51	-1.8	75
COc1ccc(CN(C)C[C@@H]2Oc3ccc(NC(=O)C4CC4)cc3C(=O)N([C@@H](C)CO)C[C@H]2C)cc1	5	11	0.0	1
C[C@@H]1CN([C@@H](C)CO)C(=O)c2cccc(NS(=O)(=O)c3cn(C)cn3)c2O[C@H]1CN(C)S(=O)(=O)c1cccs1	-1	-25	-0.6	-31
CCCC#Cc1cnc2c(c1)C(=O)N([C@H](C)CO)C[C@H](C)[C@@H](CN(C)C(=O)c1ccc3c(c1)OCO3)O2	nt	-52	0.1	47
C[C@H]1CN([C@@H](C)CO)C(=O)c2cc(NC(=O)Cc3ccccc3)ccc2O[C@@H]1CN(C)Cc1ccc(-c2ccccc2)cc1	-8	-13	0.8	-51
O=C(NCC[C@H]1CC[C@H](NC(=O)C2CC2)[C@H](CO)O1)c1ccc(F)cc1	-3	nt	-1.1	nt
COCC(=O)N1C[C@@H](C)[C@@H](OC)CN(C)C(=O)c2ccc(NC(=O)c3ccc(OC)cc3)cc2OC[C@@H]1C	nt	-16	3.0	6
COc1ccc(NC(=O)N(C)C[C@H]2Oc3ccc(NS(=O)(=O)c4ccc(Cl)cc4)cc3CC(=O)N([C@@H](C)CO)C[C@H]2C)cc1	-8	1	-1.8	8
COCC(=O)N1[C@@H](C#N)[C@H](c2ccccc2-c2ccccc2F)[C@@H]1CO	-2	4	-1.7	nt
C[C@@H]1CCCCO[C@@H](CN(C)C(=O)CCC(F)(F)F)[C@@H](C)CN([C@H](C)CO)C(=O)c2cc(NC(=O)Nc3ccc(F)cc3)ccc2O1	4	11	0.4	-20
COc1ccc(NC(=O)Nc2cccc3c2O[C@H](CN(C)Cc2ccc4c(c2)OCO4)[C@H](C)CN([C@H](C)CO)C3=O)cc1	8	-10	0.2	-46
Cc1cccc(-c2ccc([C@H]3[C@@H](CO)N4C(=O)CN(C(=O)c5ccccc5)C[C@@H]34)cc2)c1	0	-4	0.5	nt
C[C@H](CO)N1C[C@H](C)[C@H](CN(C)Cc2ccccn2)Oc2ncc(C#CC3(O)CCCC3)cc2C1=O	-2	42	-0.6	39
CO[C@H]1CN(C)C(=O)c2ccc(NC(C)=O)cc2OC[C@H](C)N(S(C)(=O)=O)C[C@@H]1C	-1	nt	0.9	25

Screening results from PubChem BioAssay.
